mHtt clearance: mutant huntingtin protein clearance | inhibition, % at 1.5 µM | 47,000 compounds, 0.42% hits | HeLa Exon1htt(103Q)mCFP, aggregate imaging; zero = plate's median compound well;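 active = inhibition of aggregate fluorescence above about 70%, also judged a hit by eye on the cell image, limit read from the data, passing the limit was not always enough; inconclusive = no rule stated for this call; inactive = not judged a hit on image review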;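 also: cells exposed to compound for three days before fixation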
mHtt clearance grain fraction: second read-out of mHtt clearance, no call of its own (marks repeat the call); fraction fluorescence in grains; measured here: aggregate grain fluorescence fraction; active compounds read low;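 scaled fraction of total cell fluorescence in grains with unit not stated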
The depositor's hits bear a star; u = inconclusive; x = not tested or not shown. An excerpt; rates above refer to the full screens.

The line under a structure holds: mHtt clearance, mHtt clearance grain fraction
Cn1c(=O)n(-c2cccc(Cl)c2)c(=O)c2c3c(sc21)COC(C)(C)C3
  11, 34
CCN(CC)S(=O)(=O)c1ccc(C(=O)OCCNC(=O)c2cccnc2)cc1
  -8, 43
Cc1ccc(Cn2ncc3c(N4CCCC4)ncnc32)cc1
  28, 14
Cn1cccc1Cc1nnc(SCC(=O)N2CCN(c3ccccc3)CC2)n1-c1ccc(F)cc1
  -68, 72
COc1ccc(CCNC(=O)CSc2nnc(-c3cccc(F)c3)o2)cc1OC
  -38, 47
Cc1ccc(-c2nnc(SCC(=O)Nc3ccc4c(c3)OCCO4)n2N)cc1
  -17, 40
Cc1occc1C(=O)NCc1ccccc1
  -78, 71
CCC(=O)Nc1ccc(OC)cc1OC
  42, 11
COc1cc2cc(C#N)c(SCC(=O)N3CCOCC3)nc2cc1OC
  5, 18
CCn1c(-c2ccc(OC)c(OC)c2)n[nH]c1=S
  -88, 33
COC(=O)c1cc(=O)n(CCc2ccc(OC)cc2)c(=Nc2ccc(F)c(Cl)c2)s1
  12, 33
COc1cc2c(cc1OC)C(c1cc(OC)c(OC)c(OC)c1)NCC2 (stereo not drawn)
  33, 11
CCCCCCn1c(CN2CCCC(C)C2)nc2c1c(=O)n(C)c(=O)n2C (stereo not drawn)
  -11, 21
CS(=O)(=O)Nc1ccccc1C(=O)Nc1cccc(Cl)c1
  5, 19
COc1ccccc1CNC(=O)CCNC(=O)Cn1cnc2ccccc2c1=O
  28, 24
Cc1c(Cl)cnc(NC(=O)CSc2nnc(C)n2Cc2ccccc2)c1Cl
  -18, 25
CCN(CC)c1ccc(-c2nn3c(-c4n[nH]c5c4CCC5)nnc3s2)cc1
  -60, 60
COc1cccc(NC(=O)N(Cc2cc3cc(C)cc(C)c3[nH]c2=O)CC2COCCO2)c1 (stereo not drawn)
  -19, 24
COc1cc(OC)c(C2C(C#N)=C(N)OC3=C2C(=O)CC(C)(C)C3)cc1OC (stereo not drawn)
  38, 13
O=c1c2c([nH]c3ccccc13)CCCCCC2
  19, 15

Whole records as entered above. Order of values: mHtt clearance	mHtt clearance grain fraction
CS(=O)(=O)Nc1ccccc1C(=O)Nc1cccc(Cl)c1 in the list: 5	19
COc1ccc(CCNC(=O)CSc2nnc(-c3cccc(F)c3)o2)cc1OC in the list: -38	47
Cc1occc1C(=O)NCc1ccccc1 in the list: -78	71
Cc1c(Cl)cnc(NC(=O)CSc2nnc(C)n2Cc2ccccc2)c1Cl in the list: -18	25

Next entries.
The line under a structure holds: mHtt clearance, mHtt clearance grain fraction
Cc1nnc(NCc2ccncc2)c2ccccc12
  -13, 39
CCN(CC)C(=O)C1CCC(C)(C(=O)O)C1(C)C (stereo not drawn)
  15, 31
Cc1nc(NCCN2CCOCC2)c2nnn(Cc3ccccc3Cl)c2n1
  -14, 46
O=C(N1CCN(c2ccc(F)cc2)CC1)C12CC3CC(CC(C3)C1)C2
  32, 25
CCCc1nc(-c2cc3ccc(C)cc3[nH]c2=O)no1
  6, 19
Cc1cccc(N2C(=O)CC(Sc3nc(C)c4c(n3)CCCC4)C2=O)c1 (stereo not drawn)
  -2, 22
CC1=C(C#N)C(Nc2ccc(Cl)cn2)(C(F)(F)F)C(=O)N1 (stereo not drawn)
  -15, 43
O=C(c1coc2ccc(O)cc12)C1CC1
  38, 25
Cc1cc(C)nc(SCc2nnc(SCC(=O)N3CCCc4ccccc43)o2)n1
  19, 29
CC(=O)C(=[N+]=[N-])C(=O)NCc1ccccc1
  46, 25
O=C1CN(C(=O)C2CC2)c2ccccc2N1
  -6, 42
Cc1ccc(C)c(-n2c(Cc3cc(=O)[nH]c(=O)[nH]3)nnc2SC(C)C)c1
  69, 14
C/C(=N\O)C(C)/[N+]([O-])=C/c1nc(C)c(C)n1O (stereo not drawn)
  -67, 34
CCC(=O)Nc1ccccc1C(=O)OCC(=O)c1ccccc1
  23, 17
CC(=O)Nc1ccc(S(=O)(=O)NC(CC(=O)NCCC2=CCCCC2)C(C)C)cc1 (stereo not drawn)
  30, 26
COc1ccccc1N1CCN(c2cc(=O)n(-c3ccccc3Cl)c(=O)[nH]2)CC1
  -39, 28
CC1(C)Cc2ccccc2-c2c1c(=O)n(Cc1ccccc1)c1nnnn21
  28, 14
CCOc1ccc(OCC(=O)N2CCOCC2)cc1
  7, 19
Cc1ccnc(SCCn2c(N3CC(C)CC(C)C3)nc3c2c(=O)n(C)c(=O)n3C)n1 (stereo not drawn)
  31, 30
COc1ccc(Cc2nnc(NC(=O)c3c(-c4ccccc4)noc3C)s2)cc1
  32, 25
CC(C)(C)C(=O)CSc1nccc(=O)[nH]1
  11, 33
CC(C)OC(=O)CCC1(C(=O)O)CCC(=O)NC1 (stereo not drawn)
  -11, 36
CCCc1nccn1S(=O)(=O)c1cc(OC)ccc1OC
  -72, 35
Cc1cc(C)c2c(C)c(C(=O)NCc3ccncc3)oc2c1
  20, 16
Cc1cccc(N(C)S(=O)(=O)c2ccc3c(c2)CCC(=O)N3)c1
  -21, 41
O=C(NCCc1ccccc1)C1CCN(S(=O)(=O)N2CCC3(CC2)OCCO3)CC1
  33, 13
Cc1ccc(SC(C)c2nc(-c3ccncc3)no2)cc1 (stereo not drawn)
  -7, 19
CCOC(=O)CSc1nc2c(c(=O)[nH]c(=O)n2C)n1CCc1ccccc1
  4, 19
CCCSc1nc(SCC(=O)NCc2ccccc2)c2c3c(sc2n1)COC(C)(C)C3
  -62, 63
CCOC(=O)C(NC(=O)c1ccc(OC)cc1)(N1CCOCC1)C(F)(F)F (stereo not drawn)
  21, 15
COc1ccc(OC)c2sc(NC(=O)CCSc3ccccc3)nc12
  -32, 64
CCOc1ccc(NC(=O)Nc2ccc3nccnc3c2)cc1
  8, 36
Cc1ccc(Cl)cc1NC1=NC(=S)N(C(C)C)C12CCCCC2
  -6, 18
CCc1ccc(Oc2cc(C)nc(N)n2)cc1
  30, 14
CC1CCCN(CCCNC(=O)c2coc3nc4ccccc4nc23)C1 (stereo not drawn)
  26, 15
CN(C)S(=O)(=O)c1cccc(C(=O)NCc2ccco2)c1
  0, 19
COc1ccc(NC(=O)Cn2nc(C(F)(F)F)c3c2CCCC3)c(OC)c1
  0, 17
O=C(Nc1cccc(C(F)(F)F)c1)c1cc2c(=O)c3ccccc3oc2nc1C(F)(F)F
  -21, 47
CCOC(=O)CSc1nnnn1-c1cc(OC)c(Cl)cc1OC
  7, 34
CN(C)C(=O)c1cc2cc([N+](=O)[O-])ccc2s1
  25, 16
Cc1noc(C)c1C(=O)OCC(=O)Nc1ccccc1C(=O)NC(C)c1ccccc1 (stereo not drawn)
  65, 6.8
O=S(=O)(c1ccccc1)c1nc(Nc2ccccc2N2CCOCC2)sc1Cl
  0, 35
O=C(NCC(=O)N(CCc1ccccc1)C(C(=O)NC1CCCCC1)c1ccncc1)c1ccco1 (stereo not drawn)
  15, 16
Cc1ccc2[nH]c(=O)c(CN(CCCN3CCOCC3)Cc3nnnn3C3CCCC3)cc2c1
  -22, 43
O=C(Oc1cccc(NC(=O)c2ccco2)c1)c1ccc(Br)c(S(=O)(=O)N2CCCCC2)c1
  -3, 24
CCCCOC(=O)Nc1nnc(CCOCC)s1
  18, 15
CCOC(=O)c1ccc(NC(=O)Nc2ccc(S(N)(=O)=O)cc2)cc1
  -37, 28
O=S(=O)(Cc1cccc(F)c1)c1c[nH]c2ccccc12
  -6, 51
O=C1N(Cc2ccccc2)CCCC12CCCN(Cc1ccccc1)C2=O
  18, 17
CC(=O)N1CCN(c2ccc(NCc3ccccc3)cc2)CC1
  -16, 24
CN(C(=O)c1ccc(Cl)c(S(=O)(=O)N2CCOCC2)c1)c1ccccc1C(=O)O
  -39, 51
Cc1ccc(C(=O)CSc2nnc(-c3cccs3)n2C)o1
  39, 29
CCN(CC)CCN1C(=O)C(=O)/C(=C(/O)c2cnn(-c3ccccc3)c2C)C1c1cccs1 (stereo not drawn)
  -26, 54
COc1ccc(NC(=O)COn2nnc3ccc(Cl)cc32)cc1OC
  34, 12
O=C(Nc1cccnc1)c1cc(-c2cccs2)on1
  -30, 28
CC1Cc2ccccc2N1C(=O)CN(C)S(=O)(=O)c1cccc2cccnc12 (stereo not drawn)
  -108, 98
CCOC(=O)N1CCN(C(=O)CCn2c(=S)[nH]c3cc(OCC)c(OCC)cc3c2=O)CC1
  40, 22
CCOC(=O)c1ccccc1NC(=O)c1ccc(Cl)c(S(=O)(=O)N2CCOCC2)c1
  45, 11
COc1cccc(C(=O)Nc2cc(=O)n(C)c(=O)n2C)c1OC
  11, 30
c1ccc(Cn2ncc3c(N4CCOCC4)ncnc32)cc1
  -6, 20

The results go on.
The line under a structure holds: mHtt clearance, mHtt clearance grain fraction
CCOc1ccc(-n2c(=S)sc3c(=O)[nH]c(SCC(=O)NCc4ccco4)nc32)cc1
  8, 37
CCN1CCN(C(c2ccccc2)c2nnnn2CCc2ccc(OC)c(OC)c2)CC1 (stereo not drawn)
  33, 14
CN1CCN(C(=O)Cn2c(=O)oc3cc(S(=O)(=O)NCc4ccccc4)ccc32)CC1
  15, 42
Cc1nc2ccccc2nc1CSc1nncs1
  -10, 38
COc1ccccc1CNC(=O)CCn1c(=O)sc2ccccc21
  -8, 22
COC(=O)N1CN(C(=O)OC)CN(C(=O)OC)C1
  20, 23
COc1ccc(S(=O)(=O)Nc2cccc(C)n2)c2ccccc12
  -42, 27
CNc1nc(Sc2cccc(C(F)(F)F)c2)cc(C(F)(F)F)n1
  -173, 58
C=CCn1c(SCC(=O)NCc2ccco2)nc2sc3c(c2c1=O)CCC3
  45, 17
Cc1nc2cccc(C(=O)NCc3ccccc3)c2o1
  1, 39
CC(=O)Nc1ccc(N2CCCCC2)cc1
  -7, 38
CC1CCCC(C)N1C(=O)Nc1cccc(Cl)c1 (stereo not drawn)
  -44, 41
Cc1ccc2c(c1)N(Cc1ccc3c(c1)OCO3)C(=O)C(C)O2 (stereo not drawn)
  0, 43
CCOC(=O)CC(=O)CSc1nnc2sc3ccccc3n12
  -43, 61
Cc1ccccc1-c1n[nH]c(=S)o1
  66, 6.5
CCC1(C)N(O)C(C)(C)C(c2ccc(OC)cc2)=[N+]1[O-] (stereo not drawn)
  33, 26
Cc1ccc2c(CC(=O)O)coc2c1
  -45, 30
O=C(CCNc1cc(Cl)cc(Cl)c1)c1ccco1
  3, 16
COc1ccc(N2CCN(C(=O)CC(NC(N)=O)c3cccc(Oc4ccccc4)c3)CC2)cc1 (stereo not drawn)
  29, 31
COc1cccc(CSc2nc3sc(C)c(C)c3c(=O)n2Cc2ccco2)c1
  -6, 46

5 entries from above in a different format.
Structure	mHtt clearance	mHtt clearance grain fraction
CCOC(=O)CC(=O)CSc1nnc2sc3ccccc3n12	-43	61
Cc1ccccc1-c1n[nH]c(=S)o1	66	6.5
CCC1(C)N(O)C(C)(C)C(c2ccc(OC)cc2)=[N+]1[O-] (stereo not drawn)	33	26
Cc1ccc2c(CC(=O)O)coc2c1	-45	30
O=C(CCNc1cc(Cl)cc(Cl)c1)c1ccco1	3	16

Continuation:
The line under a structure holds: mHtt clearance, mHtt clearance grain fraction
Cn1nc(CC(=O)NCCN2C(=O)CSC2=O)c2ccccc2c1=O
  16, 33
Cc1ccc(C(C(=O)NC2CCCCC2)N(CCC(C)C)C(=O)CNC(=O)c2ccco2)o1 (stereo not drawn)
  22, 16
O=C(Nc1ccc2c(c1)OCCO2)NC12CC3CC(CC(C3)C1)C2
  -7, 20
CCCCOc1cccc(C2(C(=O)O)CCCC2)c1
  50, 19
CCN(CCNC(=O)CC1Oc2ccccc2NC1=O)c1ccccc1 (stereo not drawn)
  65, 16
Cc1occc1C(=O)NN=C1C2CC3CC(C2)CC1C3
  -16, 21
C=CCN(C#N)c1nc(OC)nc(N2CCCC2)n1
  23, 32
Cc1ccc(C)c(N2CCN(C(=O)C3CCN(c4nc(C)cc(C)n4)CC3)CC2)c1
  -29, 26
COC(=O)CSc1nnc(-c2ccco2)n1Cc1ccco1
  -51, 61
COC(=O)CN1CCN(C(c2ccccc2)c2ccccc2)CC1
  -15, 20
Cc1nc2ccc(C(=O)N3CCN(c4ccccc4)CC3)cc2s1
  39, 12
O=C(O)c1nn(-c2ccc(Cl)cc2)ccc1=O
  31, 13
CC(OC(=O)c1cc2sccc2n1C)C(=O)NCCc1ccccc1 (stereo not drawn)
  -19, 26
CCN(CC)S(=O)(=O)c1ccc(C)c(C)c1
  -14, 32
Cc1cc(C)n(Cc2n[nH]c(=S)n2Cc2ccccc2)n1
  -40, 61
CN(c1ccc(C(=O)Nc2ccccc2C(=O)N2CCCC2)cc1)S(C)(=O)=O
  8, 15
COc1ccccc1C(=O)NCC(=O)Nc1ccccc1
  2, 19
CCOC(=O)N1CCN(CC(O)COc2ccccc2C(C)C)CC1 (stereo not drawn)
  16, 31
CCCSc1nc2c(cnn2-c2ccc(C)c(C)c2)c(=O)[nH]1
  -24, 46
CCC(Sc1ccccn1)C(=O)Nc1nnc(C)s1 (stereo not drawn)
  50, 8.8
COC(=O)C1=C(C)N(CC(C)C)C(=O)/C1=C\c1cccs1
  1, 16
COC(=O)c1ccccc1NC(=O)CSc1nnc(CNS(=O)(=O)c2ccc(C)cc2)n1C
  -36, 28
Cc1ccc(SCc2nc(-c3cccnc3)no2)cc1
  32, 13
CCn1c(SCC(=O)NC(=O)Nc2ccc3c(c2)OCCO3)nnc1-c1cccs1
  14, 15
Cc1cc(C)nc(NC(=NCc2ccc3c(c2)OCO3)NC(=O)Nc2ccccc2)n1
  -15, 19
COc1cccc(OC)c1C(=O)N1CC(C)OC(C)C1 (stereo not drawn)
  58, 6.8
COC(=O)c1cccc(-n2nnnc2SCC(=O)Nc2cc(C)on2)c1
  -36, 41
O=C(CCC1CCCC1)Nc1ccon1
  u, x
O=C(NCc1ccco1)c1ccccc1NS(=O)(=O)c1cccs1
  -28, 26
CCCCC(=O)NC(c1ccc(OC)c(OC)c1)c1c(O)ccc2ccccc12 (stereo not drawn)
  39, 18

From PubChem
